HTR5A ag ctr: counter-screen for OPRM1-OPRD1 agonists: human HTR5A agonism. HTR5A agonist assay, luminescence, cell-based. P47898. actives 0.61% (n = 340,000). AID 504692. activation, % at 9.3 µM; in the data active means activation mostly above about 9.5%, no sharp cut-off; inactive means mostly below about 7.6%;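 further: 0% = cells with vehicle only and 100% = reference agonist; strong numbers were not always called active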
Target sequence (P47898 whole entry, looked up): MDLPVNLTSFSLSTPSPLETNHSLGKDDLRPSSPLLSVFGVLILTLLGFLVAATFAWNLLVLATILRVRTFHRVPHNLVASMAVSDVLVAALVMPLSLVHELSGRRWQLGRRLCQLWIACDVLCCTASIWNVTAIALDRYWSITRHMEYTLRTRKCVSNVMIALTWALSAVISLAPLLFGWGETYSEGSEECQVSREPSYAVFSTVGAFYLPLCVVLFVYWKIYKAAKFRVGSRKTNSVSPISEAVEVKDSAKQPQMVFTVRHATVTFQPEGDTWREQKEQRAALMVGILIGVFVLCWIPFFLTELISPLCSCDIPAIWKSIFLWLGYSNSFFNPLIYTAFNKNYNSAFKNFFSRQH
Tat export inh: blocks Tat-dependent protein export in E. coli; actives 0.036% (n = 340,000); inhibition, % at 10 µM; E. coli MC4100 TorA-mCherry Tat export, fluorescence;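 active means mean replicate inhibition at least 50% and at least half of replicates individually reaching 50%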;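 further: exported cargo escapes ClpAP degradation while cytoplasmic cargo is degraded and loses fluorescence; 0% = median of neutral control wells and 100% = median of NaSCN control wells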
PKA-R1A activ: activates the PKA-R1A holoenzyme complex; P00514+P68181; AID 504707; PKA-R1A dissociation, Cy5-IP20 fluorescence polarization; scaled: DMSO 0%, 113 µM cGMP 100%; actives 0.083% (n = 340,000); activation, % at 11.4 µM;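 active means percent activation above the mean of all tested compounds plus 3 SD, cut at about 19% in these data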;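 further: higher means more PKAc released from R1A so a rise in polarization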
E coli growth: counter-screen for AddAB inhibitors: E. coli growth inhibition; actives 0.27% (n = 330,000); E. coli V3065 growth, OD600 absorbance, 18 h; inhibition, % at 11.9 µM;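 active means inhibition above the campaign's mean inhibition across all tested compounds plus 3 SD, cut at about 9.9% in these data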;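 further: uninfected addAB+ strain grown without phage in ampicillin broth; 0% = DMSO wells and 100% = ciprofloxacin 0.95 µg/ml wells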
CDK5 p35 inh: CDK5/p35 (human) kinase inhibition; actives 0.01% (n = 330,000); inhibition, % at 10 µM; Recombinant CDK5/p35, ADP-Glo luminescence, 60 min; AID 488839;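 active means highest replicate inhibition of at least 50% and at least 75% of replicates reaching 50%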;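 further: plate controls were DMSO neutral control for no effect and GW8510 at 10 µM for full effect; many of its hits are not listed in these tables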
PKA-R2B activ: activators of human PKA-R2B complex | AID 504700 | PKA-R2B holoenzyme dissociation, Cy5-IP20 fluorescence polarization; R2B truncated from residue 108, S112A mutant; 0% DMSO only, 100% 113 µM cGMP | activation, % at 11.4 µM | actives 0.079% (n = 340,000);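 active means activation above a cutoff set at the mean over all compounds plus 3 SD, cut at about 18% in these data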;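 further: higher means more holoenzyme dissociation and a rise in polarization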
AddAB inh: less growth of phage-infected E. coli with AddAB; actives 0.29% (n = 330,000); inhibition, % at 11.9 µM; AID 435030; E. coli expressing H. pylori AddAB, absorbance growth; in the data active means inhibition above about 12%;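 further: 0% = vehicle wells of infected cells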
HTR5A inv ctr: counter-screen for OPRM1-OPRD1 inverse agonists: human HTR5A inverse agonism; P47898; HTR5A cell line, luminescence; inhibition, % at 9.3 µM; actives 0.083% (n = 340,000); AID 504634; in the data active means inhibition mostly above about 23%, no sharp cut-off; inactive means mostly below about 18%;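 further: 0% = cells with DMSO and 100% = no-cell wells with DMSO; some compounds called inactive have numbers as strong as hits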
Mot1-301 SUMO: blocks SUMOylation pathway, rescuing yeast Mot1-301 growth; S. cerevisiae Mot1-301 growth rescue, ATP luminescence, 38.5C; percent above DMSO median, 100 means doubled; growth rescue, % at 18.8 µM; actives 1% (n = 320,000);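 active means every valid replicate shows activation above 250% relative to neutral control wells; inactive means the rest, any valid replicate at or below 250%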;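 further: OY570 slx delta 5 strain wells were the positive control but not used for scaling; some compounds called inactive have numbers as strong as hits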
phage Ecoli inh: E. coli growth loss with phage present. growth absorbance. actives 0.26% (n = 360,000). inhibition, % at 11.9 µM; in the data active means inhibition above about 11%
DAGLB inh: diacylglycerol lipase beta (human) inhibition. Q8NCG7. HEK293T DAGLB membrane lysate, EnzChek fluorogenic substrate. inhibition, % at 5.17 µM. actives 0.059% (n = 340,000); in the data active means inhibition above about 34%;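 further: 0% = enzyme with vehicle and 100% = wells lacking enzyme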
Target sequence (Q8NCG7 whole entry, looked up): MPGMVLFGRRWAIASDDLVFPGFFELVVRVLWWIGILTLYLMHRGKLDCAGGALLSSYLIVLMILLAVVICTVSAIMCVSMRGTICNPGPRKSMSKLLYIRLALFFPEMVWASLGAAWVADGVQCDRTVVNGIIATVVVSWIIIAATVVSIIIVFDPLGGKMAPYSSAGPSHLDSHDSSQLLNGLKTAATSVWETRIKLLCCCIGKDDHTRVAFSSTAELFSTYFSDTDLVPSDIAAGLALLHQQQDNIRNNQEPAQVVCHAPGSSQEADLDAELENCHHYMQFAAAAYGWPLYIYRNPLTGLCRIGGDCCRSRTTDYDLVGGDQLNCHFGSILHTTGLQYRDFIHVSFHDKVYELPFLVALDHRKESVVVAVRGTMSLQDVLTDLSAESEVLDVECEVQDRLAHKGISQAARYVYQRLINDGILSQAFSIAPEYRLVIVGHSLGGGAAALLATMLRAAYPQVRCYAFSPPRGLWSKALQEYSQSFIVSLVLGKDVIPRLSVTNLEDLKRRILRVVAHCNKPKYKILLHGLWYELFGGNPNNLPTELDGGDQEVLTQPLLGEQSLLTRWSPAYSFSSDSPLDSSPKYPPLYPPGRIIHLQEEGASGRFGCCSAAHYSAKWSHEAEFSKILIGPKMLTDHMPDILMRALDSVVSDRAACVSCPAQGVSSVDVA
* hit, by the source's call; · = not tested or not shown.

Below each SMILES: PKA-R1A activ | AddAB inh | HTR5A ag ctr | CDK5 p35 inh | Mot1-301 SUMO | Tat export inh | phage Ecoli inh | HTR5A inv ctr | E coli growth | PKA-R2B activ | DAGLB inh
- CC(OC(=O)CC1CCCCC1)C(=O)Nc1ccc(F)cc1 (stereo not drawn)
    -3.4 | -0.3 | 3.7 | -2.3 | 1.3 | -0.6 | 1.3 | 11.0 | 0.0 | 6.8 | -1.9
- Cn1c(N)c(C(=O)COC(=O)c2cccc(S(=O)(=O)N3CCCCC3)c2)c(=O)n(C)c1=O
    -11.9 | 3.5 | -2.5 | 0.3 | -14.0 | -10.7 | 1.5 | 9.3 | -0.9 | -6.3 | 1.2
- CC(C)=CC(=O)Nc1ccc(OCc2ccccc2)cc1
    2.7 | 1.2 | 4.7 | -2.7 | 127.8 | -8.8 | 1.5 | -13.4 | -0.9 | -10.8 | -0.9
- COc1ccc(S(=O)(=O)NCCOc2ccccc2)cc1-n1cnnn1
    5.2 | -1.6 | 5.2 | -4.4 | -3.2 | 33.1 | 4.2 | -11.2 | 1.3 | -7.8 | 8.6
- COc1ccccc1NC(=S)N(Cc1cccnc1)Cc1ccco1
    -0.6 | -0.1 | 3.1 | 0.9 | · | -7.5 | 0.9 | -8.7 | -0.6 | -5.5 | -0.9
- CCN(CC)c1ccc2cc(S(=O)(=O)c3ccc(Cl)cc3)c(=O)oc2c1
    10.9 | 4.2 | 7.9 | 0.5 | -2.0 | 1.0 | 3.0 | -23.6 | 1.8 | -1.2 | -8.2
- CC1CCN(S(=O)(=O)c2ccc(C(=O)Nc3nnc(C4=COCCO4)o3)cc2)CC1
    -7.2 | -1.1 | -1.1 | -2.6 | 180.6 | 0.1 | 1.9 | 2.7 | -4.3 | -2.1 | 4.0
- CCCCOC(=O)c1nc(Cl)c(Cl)c(N)c1Cl
    -7.9 | 3.7 | 0.8 | -4.9 | 165.7 | -15.2 | 4.6 | 12.8 | 1.2 | 3.1 | -5.6
- Cc1cc(C(=O)NNS(=O)(=O)c2ccccc2C(F)(F)F)nn1C(C)(C)C
    -3.4 | 1.3 | -2.9 | -0.4 | 8.5 | -1.6 | 1.5 | 18.1 | -0.4 | -15.3 | 0.5
- COc1ccc(S(=O)(=O)N2CCCC2CNC(=O)C(=O)NCc2ccccn2)cc1 (stereo not drawn)
    0.2 | 1.2 | 1.9 | 2.0 | 439.8* | -4.9 | 2.2 | -38.6 | 1.9 | 4.4 | 1.1
- COC(=O)[C@@]1(Cc2ccc(OC)cc2)[C@H]2c3cc(C(=O)N4CCCC4)n(CCn4cc([N+](=O)[O-])nc4C)c3C[C@H]2CN1C(=O)c1ccccc1
    1.4 | 2.6 | 1.2 | -0.5 | -6.8 | 2.0 | 0.6 | -3.5 | -1.5 | -1.1 | -2.6
- CC(CCc1ccccc1)NC(=O)c1ccccc1Cl (stereo not drawn)
    -8.4 | -3.6 | -0.8 | -0.5 | -12.9 | -0.5 | 0.5 | 3.0 | 0.3 | -8.4 | -3.7
- COc1ccccc1-c1cc(=O)c2c(O)ccc([N+](=O)[O-])c2o1
    2.5 | 3.6 | 4.6 | 1.7 | -18.3 | -4.6 | 0.5 | -8.4 | 1.4 | 6.3 | -2.1
- Cc1nn(C)cc1CNC(=O)Nc1ccc(Br)cc1Cl
    -3.5 | 2.5 | 1.1 | -1.2 | 14.2 | 3.0 | 0.6 | -11.6 | -0.1 | -7.8 | -0.4
- Clc1nc(N2CCOCC2)ncc1Br
    1.6 | -1.4 | 2.5 | -0.3 | 7.0 | 2.2 | 0.7 | -16.2 | -1.9 | -7.9 | -0.9
- Cc1ccc(N2C=Nc3ccc(C)c4nc(C)cc2c34)cc1
    -9.8 | 1.2 | 0.6 | 3.5 | -6.3 | -8.6 | 3.0 | 17.0 | -0.4 | -2.6 | -0.8
- NC(=O)c1ccc[n+](CC(=O)c2ccc(F)cc2)c1
    6.5 | 1.0 | 3.8 | -0.3 | 449.1 | -0.6 | -1.3 | 11.5 | -1.9 | 4.0 | 1.5
- O=C1C2CCCN2C(c2ccccc2F)N1c1cccc(Cl)c1 (stereo not drawn)
    0.2 | 5.6 | -1.9 | 2.5 | 126.1 | -9.4 | 4.7 | 4.9 | 1.4 | 14.8 | -7.3
- COc1cc(C(=O)Nc2scc(-c3ccc(C)cc3)c2C(=O)O)cc(OC)c1OC
    -5.3 | 4.0 | 0.9 | -1.5 | 371.0 | 4.0 | -0.2 | -7.2 | 1.6 | -5.6 | 9.1
- N/C(=N\c1nc2ccccc2o1)NC(=O)c1ccc([N+](=O)[O-])cc1
    · | -0.1 | · | 0.2 | 5.4 | -6.2 | 1.9 | · | -0.8 | · | ·
- COc1ccccc1-n1ccnc(SCC(=O)NC2CCCC2)c1=O
    -0.7 | -0.9 | 0.0 | -0.9 | -11.2 | -9.1 | 2.2 | -4.0 | 1.1 | -5.5 | -2.1
- O=C(CCCn1c(=O)oc2ccccc21)Nc1ccccc1
    -1.4 | · | -0.8 | 0.2 | · | -2.5 | 2.1 | 4.8 | · | -4.8 | 2.2
- CCOc1ccc(CNC(=O)C(C)n2ccc3cc(S(=O)(=O)N4CCCC4)ccc32)cc1 (stereo not drawn)
    -25.7 | 0.6 | -1.0 | 2.0 | 4.0 | 0.7 | -1.0 | 3.9 | 1.3 | -9.3 | -1.0
- COc1cccc(/C=C2\SC(=S)N(c3cccnc3)C2=O)c1OC
    7.6 | 3.9 | 1.3 | 1.2 | -5.8 | -3.2 | 2.6 | -25.7 | -1.6 | -0.7 | -13.6
- CC(=O)c1cn(N(C)c2ncc(C(F)(F)F)cc2Cl)c(=O)[nH]c1=O
    · | 3.6 | · | -2.2 | 43.0 | -3.0 | 4.8 | · | -0.8 | · | ·
- NC(=O)CSc1nnnn1CC(CC(=O)O)c1ccccc1 (stereo not drawn)
    0.6 | 0.8 | 4.4 | 1.0 | 10.8 | 5.1 | 2.6 | -5.4 | -1.6 | -5.9 | -5.1
- O=C(NCc1cccnc1)c1ccc(COc2ccccc2Br)o1
    -4.9 | 2.2 | 4.5 | 0.4 | -23.2 | -4.0 | 3.6 | 9.5 | -1.3 | 6.1 | 2.3
- CCCCN(CC)C(=O)CSc1nc2ccccc2c(=O)n1CC1COc2ccccc2O1 (stereo not drawn)
    0.5 | 3.2 | -1.2 | 0.4 | 22.6 | -1.2 | -0.9 | 3.2 | 0.8 | -5.0 | 0.9
- O=C(c1ccc2snnc2c1)N1CCCCC1
    5.0 | -0.9 | 1.3 | 0.5 | -9.2 | -6.6 | 2.8 | 12.1 | -2.1 | 9.4 | 0.5
- O=C(CCC(=O)N1CCc2ccccc2C1)NCCc1ccc(Cl)cc1
    5.4 | 1.5 | 0.4 | 1.0 | 8.7 | 7.6 | 2.0 | -1.6 | -0.5 | -17.5 | 0.3
- OCCSc1c(F)c(SCCO)c(SCCO)c(F)c1SCCO
    4.4 | 1.9 | 0.3 | -1.4 | -25.0 | -5.2 | 2.7 | 2.8 | -2.9 | -1.7 | 0.2
- COc1ccccc1CN(Cc1nc2ccccc2c(=O)[nH]1)S(=O)(=O)c1ccc2ccccc2c1
    -1.0 | 0.0 | -2.2 | -3.8 | -3.8 | 6.1 | -1.6 | 5.2 | -0.8 | -4.2 | 0.6
- CN(C)S(=O)(=O)c1cccc(NC(=O)NCCCl)c1
    -6.9 | 1.3 | -0.2 | 0.5 | · | -7.6 | 1.3 | 0.6 | -0.7 | -6.5 | -3.4
- O=C(CC1SC(N2CCOCC2)=NC1=O)Nc1ccccc1F (stereo not drawn)
    -4.8 | -0.5 | 1.4 | -7.2 | 44.3 | 12.1 | 0.0 | -0.2 | 0.6 | -2.7 | -0.1
- COc1ccc(N2CCN(C(=O)c3csc4ccccc34)CC2)cc1
    0.3 | -1.0 | -2.0 | 0.6 | 26.5 | -8.2 | 3.3 | 4.9 | -1.4 | 1.7 | -0.1
- C=CCOc1ccc(/C=N/NC(=O)C2CCCC2)cc1OCC
    -2.1 | · | -7.0 | -1.3 | -2.2 | 2.0 | 1.5 | 16.8 | · | 1.1 | 0.5
- Cc1ccc(NC(=O)COc2cccc3ccc(C)nc23)c(Br)c1
    -1.0 | 2.0 | 1.2 | -0.5 | 187.5 | 4.6 | 1.0 | -25.9 | -0.2 | -6.3 | -5.5
- Cc1c(NC(=O)C(C)OC(=O)c2c3c(nc4ccccc24)CCC(C)C3)c(=O)n(-c2ccccc2)n1C (stereo not drawn)
    -7.4 | 1.7 | -0.4 | 0.3 | 4.6 | 3.5 | 0.3 | -55.5 | 2.0 | 3.2 | 2.1
- CCC(=O)Nc1ccc2c(c1)Cc1cc([N+](=O)[O-])ccc1-2
    -8.1 | · | 1.4 | 0.5 | · | 2.3 | 2.3 | -5.6 | · | -12.8 | 0.7
- CN1CCCC(OC(=O)c2cccc(Cl)c2)C1 (stereo not drawn)
    -5.3 | 3.5 | -3.0 | 0.1 | -6.7 | 7.9 | -1.7 | -29.6 | -0.5 | -2.8 | -1.2
- COc1ccc(Cl)cc1NC(=O)CN(C)C(=O)c1cc(=O)c2ccccc2o1
    2.6 | -0.8 | 5.0 | -0.7 | -5.3 | 0.3 | 1.7 | -1.8 | -2.3 | -0.7 | -4.4
- O=C(Nc1ccc(Cn2nnc3ccccc32)cc1)c1ccco1
    -5.5 | 0.8 | 2.4 | 0.3 | 124.0 | -1.9 | 4.3 | -6.5 | -0.6 | -8.5 | -2.0
- CCOC(=O)/C(=N\Nc1cccc(C(F)(F)F)c1)N1CCOCC1
    -0.5 | 3.1 | -7.2 | -1.7 | 266.0* | 1.6 | 3.4 | 19.9 | -1.6 | 1.0 | 2.2
- O=C(COc1cccnc1[N+](=O)[O-])Nc1ccc2c(c1)CCC2
    -6.2 | 3.6 | 0.8 | 1.3 | 811.0* | -7.3 | 4.2 | -2.5 | 2.1 | -5.8 | -0.5
- CC(C)C(NC(=O)c1ccco1)C(=O)NCC(c1ccco1)N(C)C (stereo not drawn)
    -3.2 | 1.5 | -1.2 | -0.2 | -4.1 | -13.5 | -0.2 | 3.2 | -0.5 | 2.1 | 0.3
- CC(=O)Nc1ccc(-c2nnn(CC(=O)Nc3ccc4c(c3)OCO4)n2)cc1Cl
    0.7 | 0.0 | 2.2 | 1.9 | -14.3 | 0.6 | 3.5 | -6.0 | -1.5 | 9.3 | -0.9
- O=C(O)c1cccc(S(=O)(=O)N2Cc3ccccc3C2)c1
    -8.0 | -1.1 | -5.1 | 0.2 | 3.8 | 5.6 | 2.8 | 12.8 | -1.7 | 0.7 | -0.9
- Cc1ccc2c(c1)C1CN(C)CCC1N2C(=O)c1ccccc1NS(=O)(=O)c1ccc(F)cc1C (stereo not drawn)
    3.3 | 3.4 | · | 0.4 | 6.7 | 4.3 | 3.4 | · | -3.1 | 7.0 | -0.7
